Compound activity deposited in PubChem by several laboratories.
WT yeast gro inh = growth inhibition of WT yeast, mitochondrial fusion screen; mitochondrial fusion phenotypic screen, WT strain; inhibition, % at 10 µM; hit rate 2.1% among 190,000; AID 1362; in the data active = inhibition above about 58%; tested in S. cerevisiae
PhoP inhibition = PhoP-dependent GFP reporter repression – Salmonella Typhimurium, primary screen (AID 1863); hit rate 0.16% among 300,000; S. Typhimurium PhoP-regulated promoter GFP reporter, 4 h; higher % means a stronger effect; one-dose inhibition, % at 50 µM; IC50 in µM for titrated hits;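 active = inhibition over 29.93%, a cutoff 3 SD above the screen mean, later confirmed by dose response; inconclusive = inhibition over 29.93% but no dose response follow-up; inactive = inhibition at most 29.93% or unconfirmed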;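 also: 0% = low Mg2+ inducing control and 100% = high Mg2+ repressing control; strong numbers were not always called active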
Myeloid diff MLP = compounds promoting myeloid differentiation. ER-HoxA9 myeloid progenitors, lysozyme-GFP differentiation, flow cytometry. hit rate 1% among 360,000. calls only at 10 µM. AID 624256;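 active = normalized GFP-positive differentiation at or above the plate's own cutoff, the solvent-only control mean plus 3 SD; inconclusive = no clear call, values can overlap the other calls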;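 also: cells exposed to compound for four days before flow analysis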
bCat nuc transl = alters nuclear translocation of beta-catenin in HeLa cells | immunofluorescence imaging | nuclear translocation activity, % at 5 µM | hit rate 0.3% among 190,000 | AID 1665;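 active = nuclear translocation activity above 50% at 5 µM, with a well cell count of 50 or more; inconclusive = wells under 50 cells across six images, flagged as toxic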;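 also: per-cell ratio of nuclear to cytoplasmic median beta-catenin stain intensity; plate controls were DMSO negative control for no effect and GSK-3 inhibitor IX positive control for full effect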
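Test system: human HeLa cells, endogenous beta-catenin. Times: 24 h compound exposure, 37°C. Measured by: beta-catenin immunofluorescence imaging with DAPI.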
T cell HTS = modulates CD8 T cell binding to vesicles; AID 2052; hit rate 0.068% among 330,000; 2C CD8+ T cell-vesicle binding, flow cytometry; hits give low values; calls only at 7 µM;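 active = response, share of CD8 T cells binding vesicles, and their 90th percentile fluorescence all below set limits, cut at about 80% in these data, passing the limit was not always enough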
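System: murine 2C transgenic CD8+ T lymphocytes; also added: QL9-loaded Drosophila micro-vesicles; times: binding 1.5 h at 37 °C; measured by: flow cytometry, PE anti-B7-1 (FL2) versus Alexa647 anti-CD8 (FL8), PFA-fixed; control set: Peptide-free naked vesicles (low) and QL9 vesicles with 0.7% DMSO vehicle (high)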
MgcRacGAP inhibition = MgcRacGAP GTPase-activating activity inhibitors, confirmation, biochemical, ADP Hunter fluorescence; MgcRacGAP-stimulated Rac1 GTP hydrolysis, ADP Hunter fluorescence; higher % means a stronger effect; GST-tagged Rac1 F28L mutant substrate; hit rate 0.6% among 340,000; one-dose inhibition, % at 30 µM; IC50 in µM for titrated hits;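 active = first-screen hits whose inhibition reached a set limit at any dose in the follow-up dose series; inconclusive = inhibition above the set first-screen limit but never retested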;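 also: fluorescence reports GDP produced by GAP-driven GTP hydrolysis; strong numbers were not always called active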
RSV CPE inhibition = inhibition of RSV-induced cytopathic effect – HEp-2 cells, primary 10 µM value included (AID 2391); CPE inhibition, % at 10 µM, or IC50 in µM where a hit was titrated; HEp-2 cells, RSV-induced CPE inhibition; higher % means a stronger effect; hit rate 0.13% among 310,000; in the data active = a potency from the dose series; inconclusive = CPE inhibition mostly from about 23% at the one dose, without a potency; inactive = the rest, 99 in 100 with CPE inhibition below about 21%; also: strong numbers were not always called active
West Nile virus CPE = inhibition of WNV-induced cytopathic effect – cell-based, CPE readout (AID 1621); hit rate 0.02% among 290,000; West Nile virus-infected cells, CPE inhibition; higher % means a stronger effect; CPE inhibition, % at 10 µM, or IC50 in µM where a hit was titrated; in the data active = a potency from the dose series; inconclusive = CPE inhibition mostly from about 3.7% at the one dose, without a potency; inactive = the rest, 99 in 100 with CPE inhibition below about 2.2%; also: strong numbers were not always called active
Large T inhibition = TAg ATPase/helicase activity blockers – biochemical (AID 1903). SV40 large T antigen ATPase/helicase inhibition assay; higher % means a stronger effect. one-dose inhibition, % at 20 µM; IC50 in µM for titrated hits. hit rate 0.39% among 310,000; in the data active = a potency from the dose series; inconclusive = inhibition mostly from about 32% at the one dose, without a potency; inactive = the rest, 99 in 100 with inhibition below about 32%; also: strong numbers were not always called active
WT yeast gro inh mutant strain = recorded beside WT yeast gro inh, whose call it bears; inhibition, %; mitochondrial fusion phenotypic screen, mutant strain inhibition
bCat nuc transl cell count 5 µM = second read-out of bCat nuc transl, no call of its own (marks repeat the call); cell count; measured here: cell count, cytotoxicity flag
T cell HTS vesicle-bound % = further read-out of T cell HTS, marked with its call; double positive events, %; measured here: CD8+ vesicle-bound cell fraction;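 binding gate set so that unloaded-vesicle control wells show 10% double positive cells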
Myeloid diff MLP GFP+ MAC1+ % = second read-out of Myeloid diff MLP, no call of its own (marks repeat the call); GFP+ MAC1+ double positive, %; measured here: differentiation confirmed by MAC1 staining
The depositor's hits bear a star.

C=CCOC(=O)C1CC=CCC1C(=O)Oc1ccc(F)cc1F (centres undefined) was read as WT yeast gro inh 12, PhoP inhibition -3%, Myeloid diff MLP inactive, bCat nuc transl 0.8, T cell HTS inactive, MgcRacGAP inhibition 16%, RSV CPE inhibition -1.6%, West Nile virus CPE 0.2%, Large T inhibition 0%, WT yeast gro inh mutant strain 2, bCat nuc transl cell count 5 µM 1094, T cell HTS vesicle-bound % 21 and Myeloid diff MLP GFP+ MAC1+ % 0.8.
For Cc1ccc(C)c(N2CCN(c3ncnc4c3cnn4-c3ccccc3)CC2)c1 the results were WT yeast gro inh 39, PhoP inhibition -2%, Myeloid diff MLP inactive, MgcRacGAP inhibition 5%, West Nile virus CPE -0.1%, Large T inhibition 4%, WT yeast gro inh mutant strain -6 and Myeloid diff MLP GFP+ MAC1+ % 0.7.
`O=C1CCCC2=C1C(c1ccc3c(c1)OCO3)c1c([nH]n(-c3ccccc3)c1=O)N2` (centres undefined) gave WT yeast gro inh -9, PhoP inhibition 19%, Myeloid diff MLP inactive, bCat nuc transl -4.1, T cell HTS inactive, MgcRacGAP inhibition 15%, RSV CPE inhibition -0.3%, West Nile virus CPE -0.3%, Large T inhibition 23%, WT yeast gro inh mutant strain -17, bCat nuc transl cell count 5 µM 1018, T cell HTS vesicle-bound % 36 and Myeloid diff MLP GFP+ MAC1+ % 0.8.
`COc1ccc(-c2nnc(SCC(=O)NC3CCCCC3)o2)cc1OC` gave WT yeast gro inh 11, PhoP inhibition 3%, Myeloid diff MLP inactive, T cell HTS inactive, MgcRacGAP inhibition 4%, RSV CPE inhibition -0.2%, West Nile virus CPE -0.4%, Large T inhibition -1%, WT yeast gro inh mutant strain -4, T cell HTS vesicle-bound % 66 and Myeloid diff MLP GFP+ MAC1+ % 2.5.
For COc1ccccc1-c1c(C#N)c(N)nc2c1CCc1ccccc1-2 the results were WT yeast gro inh 67*, PhoP inhibition 46%, Myeloid diff MLP inconclusive, T cell HTS inactive, MgcRacGAP inhibition -8%, RSV CPE inhibition 7.7%, West Nile virus CPE 0.8%, Large T inhibition 4%, WT yeast gro inh mutant strain 42* and T cell HTS vesicle-bound % 33.
Screening COc1ccc(S(=O)(=O)N2CCOCC2)cc1NC(=O)Cc1sc(C)nc1-c1ccc(F)cc1 returned PhoP inhibition 1%, T cell HTS inactive, MgcRacGAP inhibition 8%, RSV CPE inhibition -1.0%, Large T inhibition 3% and T cell HTS vesicle-bound % 53.
CN1CCN(/C=N/c2sc3c(c2C#N)CCCCC3)CC1 was read as WT yeast gro inh -18, PhoP inhibition -7%, bCat nuc transl -1.9, T cell HTS inactive, MgcRacGAP inhibition 3%, RSV CPE inhibition -2.0%, West Nile virus CPE -0.3%, Large T inhibition 7%, WT yeast gro inh mutant strain -5, bCat nuc transl cell count 5 µM 877 and T cell HTS vesicle-bound % 20.
O=C(Cn1cnc2c(cnn2-c2ccc(Cl)cc2)c1=O)N1CCN(c2ccccc2)CC1 was read as WT yeast gro inh 1, PhoP inhibition -1%, Myeloid diff MLP inactive, bCat nuc transl -0.2, T cell HTS inactive, MgcRacGAP inhibition 6%, RSV CPE inhibition inconclusive, West Nile virus CPE 0.2%, Large T inhibition 0%, WT yeast gro inh mutant strain -20, bCat nuc transl cell count 5 µM 830, T cell HTS vesicle-bound % 54 and Myeloid diff MLP GFP+ MAC1+ % 0.6.
`CCOC(=O)CNC(=O)N1CCc2ccc(NC(=O)c3ccccc3OC)cc2C1` gave PhoP inhibition 4%, Myeloid diff MLP inactive, T cell HTS inactive, MgcRacGAP inhibition 8%, RSV CPE inhibition 0.4%, West Nile virus CPE 0.3%, Large T inhibition 5%, T cell HTS vesicle-bound % 59 and Myeloid diff MLP GFP+ MAC1+ % 0.7.
`CC(Sc1nc(-c2ccccc2)cc(C(F)(F)F)n1)C(=O)O` (centres undefined) gave WT yeast gro inh 12, PhoP inhibition 1%, Myeloid diff MLP inactive, bCat nuc transl 0.3, T cell HTS inactive, RSV CPE inhibition -0.3%, West Nile virus CPE 0.6%, Large T inhibition 4%, WT yeast gro inh mutant strain -1, bCat nuc transl cell count 5 µM 1587, T cell HTS vesicle-bound % 58 and Myeloid diff MLP GFP+ MAC1+ % 0.2.
`Nc1c(C(=O)N2CCOCC2)sc(=S)n1-c1ccccc1` gave WT yeast gro inh -5, PhoP inhibition 1%, Myeloid diff MLP inactive, bCat nuc transl -0.1, T cell HTS inactive, MgcRacGAP inhibition 12%, RSV CPE inhibition 0.5%, West Nile virus CPE 0.1%, Large T inhibition 0%, WT yeast gro inh mutant strain 12, bCat nuc transl cell count 5 µM 1080, T cell HTS vesicle-bound % 51 and Myeloid diff MLP GFP+ MAC1+ % 1.9.
`CC(=O)c1ccc(OCCNS(=O)(=O)c2ccc(-n3cnnn3)cc2)cc1` gave PhoP inhibition -8%, Myeloid diff MLP inactive, T cell HTS inactive, MgcRacGAP inhibition 9%, RSV CPE inhibition 7.9%, West Nile virus CPE -0.3%, Large T inhibition 10%, T cell HTS vesicle-bound % 11 and Myeloid diff MLP GFP+ MAC1+ % 0.0.
For Cc1sc2nc(SCC(=O)NCc3ccco3)n(Cc3ccccc3)c(=O)c2c1C the results were WT yeast gro inh 19, PhoP inhibition 2%, Myeloid diff MLP inactive, bCat nuc transl -1.2, T cell HTS inactive, MgcRacGAP inhibition 14%, RSV CPE inhibition -2.0%, West Nile virus CPE 0.8%, Large T inhibition 6%, WT yeast gro inh mutant strain 1, bCat nuc transl cell count 5 µM 1119, T cell HTS vesicle-bound % 4 and Myeloid diff MLP GFP+ MAC1+ % 1.0.
For Cc1ccc(CNC(=O)Cn2cncn2)cc1 the results were WT yeast gro inh 3, PhoP inhibition 6%, Myeloid diff MLP inactive, T cell HTS inactive, MgcRacGAP inhibition 5%, RSV CPE inhibition 2.1%, West Nile virus CPE 0.7%, Large T inhibition 9%, WT yeast gro inh mutant strain -5, T cell HTS vesicle-bound % 56 and Myeloid diff MLP GFP+ MAC1+ % 1.2.
CCOC(=O)c1c(NC(=O)CN2CCCc3ccccc32)sc(C)c1C was read as WT yeast gro inh 8, PhoP inhibition -11%, Myeloid diff MLP inactive, bCat nuc transl 0.5, T cell HTS inactive, MgcRacGAP inhibition 6%, RSV CPE inhibition 15%, West Nile virus CPE -0.7%, Large T inhibition 16%, WT yeast gro inh mutant strain 1, bCat nuc transl cell count 5 µM 1082, T cell HTS vesicle-bound % 40 and Myeloid diff MLP GFP+ MAC1+ % 0.3.

Among those listed so far, these have a cyano group:
For COc1ccccc1-c1c(C#N)c(N)nc2c1CCc1ccccc1-2 the results were WT yeast gro inh 67*, PhoP inhibition 46%, Myeloid diff MLP inconclusive, T cell HTS inactive, MgcRacGAP inhibition -8%, RSV CPE inhibition 7.7%, West Nile virus CPE 0.8%, Large T inhibition 4%, WT yeast gro inh mutant strain 42* and T cell HTS vesicle-bound % 33.
CN1CCN(/C=N/c2sc3c(c2C#N)CCCCC3)CC1 was read as WT yeast gro inh -18, PhoP inhibition -7%, bCat nuc transl -1.9, T cell HTS inactive, MgcRacGAP inhibition 3%, RSV CPE inhibition -2.0%, West Nile virus CPE -0.3%, Large T inhibition 7%, WT yeast gro inh mutant strain -5, bCat nuc transl cell count 5 µM 877 and T cell HTS vesicle-bound % 20.

Remaining list, next part
`CCOC(=O)CSc1nc(COc2ccccc2)nc2ccccc12` gave PhoP inhibition 9%, Myeloid diff MLP inactive, T cell HTS active, MgcRacGAP inhibition 7%, RSV CPE inhibition 0.7%, West Nile virus CPE 0.0%, Large T inhibition 15%, T cell HTS vesicle-bound % 2.0* and Myeloid diff MLP GFP+ MAC1+ % 0.6.
Screening OC(COc1ccc(F)cc1)CN1CCN(CC(O)COc2ccc(F)cc2)CC1 (centres undefined) returned PhoP inhibition 9%, Myeloid diff MLP inactive, T cell HTS inactive, MgcRacGAP inhibition 11%, RSV CPE inhibition -1.2%, West Nile virus CPE -1.7%, Large T inhibition -7%, T cell HTS vesicle-bound % 62 and Myeloid diff MLP GFP+ MAC1+ % 0.2.
Screening O=C(NCCc1ccccc1)c1ccc2[nH]c(=O)c(=O)[nH]c2c1 returned PhoP inhibition -11%, Myeloid diff MLP inactive, T cell HTS inactive, MgcRacGAP inhibition 12%, RSV CPE inhibition 2.8%, West Nile virus CPE -0.2%, Large T inhibition 9%, T cell HTS vesicle-bound % 39 and Myeloid diff MLP GFP+ MAC1+ % 1.9.
`O=C(c1ccc(S(=O)(=O)NCc2ccco2)cc1)N1CCN(c2ccc(F)cc2)CC1` gave Myeloid diff MLP inactive, T cell HTS inactive, MgcRacGAP inhibition 4%, RSV CPE inhibition 2.1%, T cell HTS vesicle-bound % 34 and Myeloid diff MLP GFP+ MAC1+ % 0.2.
Screening Cc1cccc(CC(=O)OCn2nnc3ccccc3c2=O)c1 returned WT yeast gro inh -8, PhoP inhibition 2%, Myeloid diff MLP inactive, bCat nuc transl -0.2, T cell HTS inactive, MgcRacGAP inhibition 5%, RSV CPE inhibition 0.7%, West Nile virus CPE 0.1%, Large T inhibition 6%, WT yeast gro inh mutant strain 4, bCat nuc transl cell count 5 µM 1086, T cell HTS vesicle-bound % 52 and Myeloid diff MLP GFP+ MAC1+ % 1.5.
NS(=O)(=O)c1ccc2nc(-c3ccccc3)c(-c3ccccc3)nc2c1 was read as PhoP inhibition 12%, Myeloid diff MLP inactive, T cell HTS inactive, MgcRacGAP inhibition 2%, RSV CPE inhibition 2.9%, West Nile virus CPE -0.2%, Large T inhibition 3%, T cell HTS vesicle-bound % 13 and Myeloid diff MLP GFP+ MAC1+ % 0.5.
For CCCn1cnc2c(c1=O)c1nc3ccccc3nc1n2Cc1ccccc1OC the results were WT yeast gro inh 14, PhoP inhibition -3%, West Nile virus CPE 0.2%, Large T inhibition 8% and WT yeast gro inh mutant strain 21.

An unsorted share of the library. Share with any hit: about 3.6%.
